Vif-A3F inh – Vif-A3F binding inhibition; HeLa A3F-eYFP + Vif (tagged APOBEC3F with the HIV-1 protein that degrades it), YFP fluorescence increase; Potency, µM (highest dose often 46.1 µM), without a hit: at the highest dose activity, negative = active; 0.2% of 390,000 active; also: % of control where 0% means no effect; nearly all actives have a fitted effect of over 65% in size
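HeLa cells stably expressing Vif plus C-terminally eYFP-tagged A3F were seeded, incubated overnight at 37 deg C, dosed with compound, incubated overnight again at 37 deg C. Yellow fluorescence (Ex 488/Em 500-530) reported blocked Vif-mediated A3F-eYFP degradation.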
TrxR1 substrate – is turned over as a substrate by rat TrxR1 | Potency, µM (doses to about 114 µM), without a hit: at the top dose activity change, negative = substrate turnover | O89049 | 0.01% of 390,000 active | purified TrxR1 substrate turnover, NADPH consumption readout; also: % is scaled to controls: 0 for no effect and ±100 for the full control effect; nearly all actives have a fitted effect of over 50% in size
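Rat TrxR1, dispensed at 90 nM, was prereduced with 400 uM NADPH (final) for 5 min at ~22 deg C, then incubated with compound 15 min before 400 uM selenite. A first-read NADPH fluorescence drop versus no-compound background flagged substrates.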
TrxR1 inh – rat TrxR1 inhibition; O89049; recombinant rTrxR1, NADPH fluorescence consumption, selenite substrate; Potency, µM (doses to about 114 µM), without a hit: at the top dose activity change, negative = inhibition, actives largely listed as inhibitors; 1% of 390,000 active; also: % is scaled to controls: 0 for no effect and ±100 for the full control effect; nearly all actives have a fitted effect of over 65% in size
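Rat TrxR1 (90 nM in the dispensed reagent) was pre-reduced with 400 uM NADPH for 5 min at room temperature, then incubated with compound for 15 min. After 400 uM selenite was added, NADPH fluorescence (Ex 340/Em 450 nm) was followed for 8 min.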
ALOX12 inh – blocks human arachidonate 12S-lipoxygenase | purified 12hLO, xylenol orange hydroperoxide absorbance | Potency, µM (series often up to 108 µM), inactives show top-dose activity change, negative = inhibition, most hits filed as inhibitors | 1.1% of 580,000 active; also: % is scaled to controls: 0 for no effect and ±100 for the full control effect
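Purified human 12hLO (150 nM final) in 25 mM Hepes, 0.01% Triton X-100, pH 7.0 was preincubated 15 min at room temperature with compound. Then 40 uM arachidonic acid was added, 30 min. Hydroperoxide was read by Fe-XO absorbance ratio 573/405 nm.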
RGS4 inh – blocks human RGS4-accelerated GTP hydrolysis. P49798. Transcreener GDP fluorescence polarization, RGS4-accelerated GTP hydrolysis. Potency, µM (series often up to 114 µM), inactives show at the top dose activity change, negative = inhibition, most hits filed as inhibitors. 0.039% of 390,000 active; also: % is scaled to controls: 0 for no effect and ±100 for the full control effect; nearly all actives have a fitted effect of over 75% in size; some results filed as inactive show a strong effect at the top dose
Target sequence (P49798 whole entry, looked up): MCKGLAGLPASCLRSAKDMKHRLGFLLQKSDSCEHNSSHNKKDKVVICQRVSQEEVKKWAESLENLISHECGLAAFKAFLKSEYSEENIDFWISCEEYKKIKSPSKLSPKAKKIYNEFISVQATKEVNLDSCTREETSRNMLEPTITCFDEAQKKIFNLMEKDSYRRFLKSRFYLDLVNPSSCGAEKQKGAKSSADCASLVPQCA
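MLSMR compounds (23 nl, pin-transferred) preincubated 10 min at room temperature with a 500nM (2x) first reagent, then RGS4 at 900nM (2x) plus Transcreener GDP mix added; fluorescence polarization (620/688 nm) read before and after 90 min at 30 °C.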
RXFP1 agonist – activates the human relaxin receptor RXFP1. HEK293T-RXFP1 cAMP TR-FRET, 30 min; response scale: percent of porcine relaxin response, buffer zero. Potency, µM (titrated, usually from 57.5 µM), without a hit: at the highest dose activation, most hits filed as activators. 0.3% of 370,000 active. AID 2676; also: % is scaled to controls: 0 for no effect and ±100 for the full control effect; nearly all actives have a fitted effect of over 60% in size; many of its hits are not listed in these tables
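Agonist response is measured as cAMP accumulation in an RXFP1-transfected HEK293T line under PDE4 inhibition. Values are scaled between buffer-only and 29 nM porcine relaxin, and EC50s come from standard Hill equation fits.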
Vif-A3G inh – Vif-A3G binding inhibition; 0.076% of 410,000 active; AID 602310; Potency, µM (top dose mostly 46.1 µM), without a hit: top-dose activity, negative = active, usual class: inhibitors; HeLa A3G-eYFP + Vif (tagged APOBEC3G with the HIV-1 protein that degrades it), YFP fluorescence, overnight;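 also: % is scaled to controls: 0 for no effect and ±100 for the full control effect; nearly all actives have a fitted effect of over 60% in size; hits raise eYFP signal because A3G escapes Vif-driven loss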
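Read-out is eYFP fluorescence (Ex 488/Em 500-530) from Vif-expressing HeLa A3G-eYFP cells; more signal means A3G escaped Vif-mediated degradation. Cells plated overnight, compound pinned in, incubated overnight at 37 deg C.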
USP1 inh – USP1/UAF1 (human) deubiquitinase inhibition; 0.23% of 390,000 active; Potency, µM (titrated, usually from 57.1 µM), inactives show at the highest dose activity change, negative = inhibition, hits mostly inhibitors; recombinant USP1/UAF1, Ub-Rhodamine cleavage fluorescence; also: % is scaled to controls: 0 for no effect and ±100 for the full control effect; nearly all actives have a fitted effect of over 60% in size; inactives centre near -12
Target sequence (O94782 whole entry, looked up): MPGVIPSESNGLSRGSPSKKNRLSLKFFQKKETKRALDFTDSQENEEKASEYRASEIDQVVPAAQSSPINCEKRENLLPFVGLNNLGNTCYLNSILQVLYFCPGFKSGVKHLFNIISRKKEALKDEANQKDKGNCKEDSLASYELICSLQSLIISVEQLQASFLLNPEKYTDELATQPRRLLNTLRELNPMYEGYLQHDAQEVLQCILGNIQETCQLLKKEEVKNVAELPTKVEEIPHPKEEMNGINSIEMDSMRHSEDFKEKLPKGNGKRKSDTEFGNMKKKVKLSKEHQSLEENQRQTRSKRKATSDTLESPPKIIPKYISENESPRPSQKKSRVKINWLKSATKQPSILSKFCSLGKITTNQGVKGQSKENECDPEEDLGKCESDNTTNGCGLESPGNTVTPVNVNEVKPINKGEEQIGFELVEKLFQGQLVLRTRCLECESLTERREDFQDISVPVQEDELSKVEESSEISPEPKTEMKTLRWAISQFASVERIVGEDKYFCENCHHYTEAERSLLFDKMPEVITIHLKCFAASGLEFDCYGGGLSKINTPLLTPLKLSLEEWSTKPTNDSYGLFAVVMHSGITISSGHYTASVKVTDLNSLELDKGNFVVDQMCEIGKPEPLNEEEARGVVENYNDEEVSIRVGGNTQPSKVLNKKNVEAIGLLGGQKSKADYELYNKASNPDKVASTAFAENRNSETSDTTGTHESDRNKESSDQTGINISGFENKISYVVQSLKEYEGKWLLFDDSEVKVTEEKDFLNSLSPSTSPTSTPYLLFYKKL
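USP1/UAF1 complex at 1 nM was preincubated with compound for 15 min at room temperature, then Ub-Rho substrate (150nM final) was added. Fluorescence (480/540 nm) was read kinetically, 6 reads every 60 seconds.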
mIDH1 inhibitor – inhibitors of human mutant IDH1 R132H. O75874. IDH1-R132H enzyme, NADPH consumption, diaphorase/resazurin fluorescence. Potency, µM (highest dose often 76.6 µM), without a hit: top-dose activity change, negative = inhibition, most hits filed as inhibitors. 0.093% of 390,000 active. AID 602179; also: % is scaled to controls: 0 for no effect and ±100 for the full control effect; nearly all actives have a fitted effect of over 65% in size
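IDH1-R132H (0.5 ug/mL) preincubated 30 min with compound, then NADPH (0.016 mM) and alpha-KG (2 mM) added; 80 min at RT, pH 7.5. Remaining NADPH coupled via diaphorase/resazurin to fluorescence (540/590 nm); concentration-response curves normalized to no-enzyme control.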
Starred values were filed as active, the others as inactive; ? = inconclusive; · = no result given; & = joins results of further samples; [ ] = dose if it differs, or a comment. Calls follow the shape of the dose curve; as a rule, active = well fitted curve in the direction sought with a large enough effect; inconclusive = small, poorly fitted or top-dose-only effect, or another doubt; inactive = no such curve, though single readings can be large; an effect the other way counts as inactive or inconclusive. Potency is read from the fitted curve at half-maximal effect. A portion of the library. The share of hits here may be higher or lower than overall.

SMILES	Vif-A3F inh	TrxR1 substrate	TrxR1 inh	ALOX12 inh	RGS4 inh	RXFP1 agonist	Vif-A3G inh	USP1 inh	mIDH1 inhibitor
CCn1c(CNC(=O)C2CCCCC2)cc2ccccc21	7%	-7%	2%	5%	23%	17%	1%	-29%	-7%
CN1CCN(NC(=O)c2ccc(Cl)c([N+](=O)[O-])c2)CC1	2%	9%[57.1 µM]	1%[57.1 µM]	0%	-19%	-1.3%	-1%	-13%	2%
Cc1ccc(S(=O)(=O)N2CCN(C(=O)COC(=O)COc3ccccc3)CC2)cc1	6%	19%	24%	0%	10%	0.4%	1%	-16%	3%
CC1CCN(Cc2nnnn2-c2ccc(Cl)cc2)CC1	-6%	-10%	1%	-11%	7%	-1.4%	-1%	-7%	-5%
CCCCN(C)CCNC(=O)CN1C(=O)CSc2ccc(S(=O)(=O)N3CCOCC3)cc21	-5%&-2%	-5%	-13%	-10%&-4%	0%&-1%	-0.3%&0.4%	-2%&-1%	-17%&-6%	-3%&-9%
COC(=O)C1CC(O)CN1C(=O)c1ccco1 (stereo not given)	0%	6%	24%	-12%	9%	-1.1%	5%	7%	7%
CCSc1nnc(NC(=O)CSc2nncc(=O)n2N)s1	-10%	1%	6%	-1%	5%	1.1%	2%	-29%	3%
COc1ccc(NS(=O)(=O)c2cccc(Cl)c2Cl)cc1S(=O)(=O)N1CCCCC1	3%	-10%	-7%	24%	1%	1.3%	2%	-14%	-2%
C=C(C)COc1ccc(-c2ncncc2Oc2ccc(OC)cc2)c(O)c1	-25%	3%[57.1 µM]	-7%[57.1 µM]	19%	-28%	2.0%	-9%	0%	-1%
CCOC(=O)c1ccccc1OCc1cc(/C=N/NC(=O)c2cccnc2)ccc1OC	-5%	5%[57.1 µM]	18%[57.1 µM]	?	-5%	0.0%	-19%	-4%	0%
COc1ccccc1NC(=O)CNC(=O)c1ccccc1	-2%	8%[57.1 µM]	17%	13%	4%	2.1%	0%	-17%	2%
Cc1ccc(-c2nnc(-c3ccc(Br)cc3)o2)o1	-1%	32%[activator]	-10%[57.1 µM]	-3%	-12%	3.8%	0%	-16%	9%
Cc1ccc(OCC(=O)NCC(=O)n2nc(C)cc2C)cc1	7%	1%	0%	46%[activator][57.4 µM]	-8%	0.0%	4%	-22%	-2%
S=c1[nH]nc(COc2ccccc2)n1/N=C/c1cccc(Cl)c1Cl	-2%	-1%	?	?	-39%	-0.2%	-1%	-8%	-1%
COCCCNc1nc2ccccc2nc1NS(=O)(=O)c1ccc(C)cc1C	-3%	35%[activator]	-6%	6%	18%	18%	1%	-9%	-16%
Nc1ccccc1C(=O)NNC1=C(C(=O)C(F)(F)F)CCC1	?	-1%[57.1 µM]	-3%[57.1 µM]	5%	2%	-0.5%	-1%	-14%	6%
O=C(Nc1cccnc1)c1cccc(S(=O)(=O)Nc2ccccc2F)c1	-7%	-10%	-11%	6%	-17%	1.0%	-4%	-1%	3%
CN1CCN(C(=O)CCc2nc3ccccc3c(=O)[nH]2)CC1	1%	4%	17%	2%	-7%	-1.1%	1%	-15%	1%
CC(=C\C(=O)O)/C(=C/c1ccc(C)o1)C(=O)O	-16%	-5%	71µM*	-19%	-31%	2.1%	2%	-4%	6%
CC1(c2ccccc2)NC(=O)N(CC(=O)N2CCOCC2)C1=O (stereo not given)	-4%	1%	21%	0%	0%	0.8%	3%	5%	-4%
CC(C)=CCN1CCN(Cc2cnc(N3CCOCC3)s2)CC1CCO (stereo not given)	3%	10%[57.1 µM]	34%[57.1 µM]	-38%	-3%	1.8%	-7%	-9%	1%
Brc1ccccc1-c1nnc2sc(Cc3ccccc3)nn12	0%	6%	18%	20%	-21%	-3.3%	2%	-10%	3%
O=C(C1CCN(c2nc3ccccc3[nH]2)CC1)N1CCN(c2cccc(Cl)c2)CC1	0%	5%[57.1 µM]	11%[57.1 µM]	?	-9%	6.4%	3%	-21%	11%
CCCC1=C/C(=C/c2ccc(-c3ccccc3OC)o2)C(=O)O1	0%	71%[activator]	?	?	?	3.7%	-17%	-21%	0%
Cc1ccc(C(=O)COC(=O)c2ccc3c(c2)C(=O)N(c2cccc4ncccc24)C3=O)cc1	-8%	2%	10%	?	-1%[11.4 µM]	1.1%	1%	-13%	-8%
C/C(CC(=O)Nc1cc(Cl)ccc1Cl)=N\NC(=O)c1ccccc1Br	5%	1%	16%	11%	-19%	0.1%	1%	-17%	1%
COc1ccccc1NC(=O)c1ccccc1NC(=O)c1ccccc1C(=O)O	7%	0%	19%	1.8µM*	10%	2.0%	0%	1%	-2%
CCOC(=O)c1ccccc1NC(=O)c1cn(CC(C)C)c(=O)c2cc(OC)c(OC)cc12	-4%	9%[2.29 µM]	14%	0%	-14%	19%	-1%	-15%	45µM*
COc1ccc(OC)c(NC(=S)NC(=O)c2ccc(Br)o2)c1	0%	4%	23%	59%	-29%	13%	-9%	-21%	0%
NC1=NC(c2ccccc2C(F)(F)F)N(c2ccc(F)c(Cl)c2)C(N)=N1 (stereo not given)	5%	4%	28%	?	20%	0.0%	6%	-18%	-9%
O=C(O)CCC(=O)N1N=C(c2cccs2)CC1c1ccc(Br)cc1 (stereo not given)	-8%	0%	7%	39%[activator]	4%	2.6%	-3%	2%	-10%
C[C@@H]1CN(S(=O)(=O)C(C)(C)C)[C@H](CCO)/C1=C\c1ccccc1	2%	0%	8%	0%	12%	·	-1%	?	-10%
COc1cccc(C(=O)NC(=S)Nc2nnn(C)n2)c1	1%	-8%	?	?	-53%	-0.9%	-1%	-5%	2%
O=C(NCCN1CCNC1=O)C1CCC(=O)N(Cc2ccccc2F)C1 (stereo not given)	9%	-5%	-10%	0%	-22%	2.8%	3%	-13%	2%
CC(C)(C)c1ccc(C(CC(=O)O)NC(=O)c2ccccc2F)cc1 (stereo not given)	3%	2%[57.1 µM]	-1%[57.1 µM]	-13%	31%	-2.4%	-2%	-20%	-3%
CC(OC(=O)C1CCN(c2ccc(C(F)(F)F)cn2)CC1)C(=O)NC1CCCCC1C (stereo not given)	1%	-4%	-8%	-1%	-31%	-0.9%	-4%	-21%	7%
O=C1c2oc3ccccc3c(=O)c2C(c2cccc(Cl)c2)N1c1ccccn1 (stereo not given)	1%	3%	10%	?	13%	0.1%	-22%	?	-15%
COc1ccccc1C1OC2=C(Nc3ccc([N+](=O)[O-])cc3N2)C1=O (stereo not given)	-1%	-15%	-56%	0%	12%	2.4%	-3%	-6%	7%
Cc1cc(Cl)ccc1OC(C)C(=O)NN1C(=O)c2ccccc2C1=O (stereo not given)	-8%	3%[0.457 µM]	19%	22%	2%	0.3%	0%	?	2%
O=C(CSc1nc2c(sc3ccccc32)c(=O)n1CCCN1CCCC1)NCC1CCCO1 (stereo not given)	0%	11%	9%	-3%	-19%	3.6%	0%	-25%	0%
CCOc1ccc(C(=O)CCC(=O)Nc2ccc(C)c(S(=O)(=O)N3CCCCC3)c2)cc1	-16%	-8%	14%	4%	-2%	-2.3%	2%	-3%	-3%
CC(=O)c1cnn(-c2ccc(Cl)cc2)c1C	-1%	2%	23%	6%	4%	0.5%	2%	-9%	-6%
CCOC(=O)Cc1[nH]nc2c1C(Cc1ccccc1)C(C#N)=C(N)O2 (stereo not given)	10%	-7%	-15%	325%[activator]	19%	-0.8%	-1%	-11%	5%
CC[n+]1c(/C=C/C=C/N(C(C)=O)c2ccccc2)sc2cc(OC)ccc21	-1%	-17%	?	?	?	5.0%	3%	28µM*	-6%
O=C1CN(C(=O)c2c(F)cccc2F)C(c2ccc(F)cc2)c2cc(Br)ccc2N1 (stereo not given)	6%	?	0%	0%	-1%	-0.2%	-1%	-4%	-25%
O=C(CN1CCOCC1)Nc1nc(-c2ccc(Cl)cc2)cs1	4%	-6%	7%	5%	8%	-0.1%	2%	-13%	-5%

An excerpt of these results, with two lines to a compound.
Sequence of screens – Vif-A3F inh	TrxR1 substrate	TrxR1 inh	ALOX12 inh	RGS4 inh	RXFP1 agonist	Vif-A3G inh	USP1 inh	mIDH1 inhibitor
> O=C1CN(C(=O)c2c(F)cccc2F)C(c2ccc(F)cc2)c2cc(Br)ccc2N1 (stereo not given)
    6%	?	0%	0%	-1%	-0.2%	-1%	-4%	-25%
> CC(=O)c1cnn(-c2ccc(Cl)cc2)c1C
    -1%	2%	23%	6%	4%	0.5%	2%	-9%	-6%
> CC[n+]1c(/C=C/C=C/N(C(C)=O)c2ccccc2)sc2cc(OC)ccc21
    -1%	-17%	?	?	?	5.0%	3%	28µM*	-6%
> CCOC(=O)Cc1[nH]nc2c1C(Cc1ccccc1)C(C#N)=C(N)O2 (stereo not given)
    10%	-7%	-15%	325%[activator]	19%	-0.8%	-1%	-11%	5%
> CCOc1ccc(C(=O)CCC(=O)Nc2ccc(C)c(S(=O)(=O)N3CCCCC3)c2)cc1
    -16%	-8%	14%	4%	-2%	-2.3%	2%	-3%	-3%
> O=C(CN1CCOCC1)Nc1nc(-c2ccc(Cl)cc2)cs1
    4%	-6%	7%	5%	8%	-0.1%	2%	-13%	-5%

Screening results deposited in PubChem BioAssay by National Center for Advancing Translational Sciences (NCATS).
